NCI-60 one-dose screen, 48 h, at 10 µM unless noted. Numbers give growth in % (100 = growth as untreated, 0 = no growth, -100 = all killed).
NCI-H322M: NCI-H322M lung cancer; actives 2.7% (n = 80,000)
HCT-15: HCT-15 colon cancer; actives 5.2% (n = 82,000); AID 1794746
HCC-2998: HCC-2998 colon cancer. actives 4.7% (n = 79,000)
COLO 205: COLO 205 colon cancer | AID 1794742 | actives 7.3% (n = 79,000)
SNB-75: SNB-75 CNS cancer | actives 5% (n = 79,000) | AID 1794750
HT29: HT29 colon cancer | actives 7.4% (n = 81,000) | AID 1794748
KM12: KM12 colon cancer cells; actives 5% (n = 82,000)
SW-620: SW-620 colon cancer; actives 5.2% (n = 82,000)
HCT-116: HCT-116 colon cancer | actives 7.3% (n = 82,000)
Starred values were filed as active, the others as inactive; x = not tested or not shown. Rule for the calls: active = growth percent below 10; inactive = the rest.

SMILES | NCI-H322M | HCT-15 | HCC-2998 | COLO 205 | SNB-75 | HT29 | KM12 | SW-620 | HCT-116
CC/C(=C\c1ccc(O)c(O)c1)C(=O)NC(Cc1ccccc1)C(=O)C(=O)NCc1ccccc1 (configuration not stated) | 102 | 84 | 99 | 106 | 67 | 106 | 101 | 100 | 93
C#C[C@]1(O)CC[C@H]2[C@@H]3CC=C4c5sc(-c6cccc(F)c6)nc5CC[C@]4(C)[C@H]3CC[C@@]21C | 74 | 54 | 85 | 98 | 70 | 78 | 76 | 90 | 81
CCc1ccc(CCC(=O)Nc2ncc(Cc3ccccc3)s2)o1 | 55 | 20 | 36 | 12 | 3.5* | 9.1* | 18 | 28 | 23
CCOC(=O)C(C)(c1ccccc1)c1ccccc1 | x | 104 | 109 | 120 | 94 | 96 | 96 | 105 | 102
CC(=O)c1c(C)[nH]c(-c2nc3ccc(N4CCN(C)CC4)cc3[nH]2)c1-c1ccc(OCC2CCOCC2)cc1 | 41 | 5.2* | 32 | 3.6* | -9.9* | 8.6* | 34 | 51 | 20
O=C(/C=C/c1ccccc1)c1cccc(OCCCOc2cccc(C(=O)/C=C/c3ccccc3)c2)c1 | 105 | 57 | 42 | 94 | 94 | 52 | 26 | 54 | -81*
O=C(Nc1ccc(F)cc1)Nc1ccc(-c2cc(C(=O)Nc3ccccn3)c3ncccc3n2)cc1 | 108 | 105 | 104 | 110 | 98 | 114 | 105 | 112 | 105
CN(C)C(=O)c1ccccc1 | 104 | 110 | x | 102 | 91 | 102 | 104 | 105 | 100
COc1ccc(OC)c(-c2[nH]c3ncc(-c4ccc(Cl)cc4)n3c(=O)c2C#N)c1 | 101 | 102 | 109 | 110 | 102 | 118 | 105 | 101 | 99
COc1cc(/C(=C2/O[C@@H]([C@H](O)CO)[C@H]3OC(C)(C)O[C@@H]23)c2ccc3c(c2)OCO3)cc(OC)c1OC | 111 | 122 | x | 127 | 94 | 112 | 108 | x | 98

Reprinted from the listing for reference:
SMILES | NCI-H322M | HCT-15 | HCC-2998 | COLO 205 | SNB-75 | HT29 | KM12 | SW-620 | HCT-116
CC/C(=C\c1ccc(O)c(O)c1)C(=O)NC(Cc1ccccc1)C(=O)C(=O)NCc1ccccc1 (configuration not stated) | 102 | 84 | 99 | 106 | 67 | 106 | 101 | 100 | 93
C#C[C@]1(O)CC[C@H]2[C@@H]3CC=C4c5sc(-c6cccc(F)c6)nc5CC[C@]4(C)[C@H]3CC[C@@]21C | 74 | 54 | 85 | 98 | 70 | 78 | 76 | 90 | 81
CCc1ccc(CCC(=O)Nc2ncc(Cc3ccccc3)s2)o1 | 55 | 20 | 36 | 12 | 3.5* | 9.1* | 18 | 28 | 23
CCOC(=O)C(C)(c1ccccc1)c1ccccc1 | x | 104 | 109 | 120 | 94 | 96 | 96 | 105 | 102
CC(=O)c1c(C)[nH]c(-c2nc3ccc(N4CCN(C)CC4)cc3[nH]2)c1-c1ccc(OCC2CCOCC2)cc1 | 41 | 5.2* | 32 | 3.6* | -9.9* | 8.6* | 34 | 51 | 20
O=C(/C=C/c1ccccc1)c1cccc(OCCCOc2cccc(C(=O)/C=C/c3ccccc3)c2)c1 | 105 | 57 | 42 | 94 | 94 | 52 | 26 | 54 | -81*
O=C(Nc1ccc(F)cc1)Nc1ccc(-c2cc(C(=O)Nc3ccccn3)c3ncccc3n2)cc1 | 108 | 105 | 104 | 110 | 98 | 114 | 105 | 112 | 105
CN(C)C(=O)c1ccccc1 | 104 | 110 | x | 102 | 91 | 102 | 104 | 105 | 100
COc1ccc(OC)c(-c2[nH]c3ncc(-c4ccc(Cl)cc4)n3c(=O)c2C#N)c1 | 101 | 102 | 109 | 110 | 102 | 118 | 105 | 101 | 99

Additional results
SMILES | NCI-H322M | HCT-15 | HCC-2998 | COLO 205 | SNB-75 | HT29 | KM12 | SW-620 | HCT-116
CC(=O)c1ccc(NC(=O)CSc2nc(-c3ccccc3Cl)ns2)cc1 | 102 | 97 | 93 | 111 | 89 | 87 | 101 | 99 | 93
COc1ccc(C(=O)n2nc(-c3cccnc3)nc2N)cc1OC | 95 | 99 | 120 | 106 | 76 | 105 | x | 102 | 102
Cc1cccc[n+]1CC(=O)O | 104 | 98 | 104 | 112 | 95 | 92 | 100 | 100 | 94
COc1ccc(-c2cc(-c3cccnc3)nc(SCC(=O)O)c2C#N)cc1OC | 108 | 106 | 105 | 110 | 87 | 97 | 97 | 105 | 89
COC(=O)c1ccc2nc(-c3cc4ccccc4n3C)n(CCCCOc3cc4c(cc3OC)C(=O)N3CCC[C@H]3C=N4)c2c1 | -38* | -19* | -18* | -39* | -80* | -54* | -29* | -23* | 8.5*
C=C1C(=O)O[C@H]2[C@H]1CC/C(COC(=O)c1cc3ccccc3s1)=C\CC[C@@]1(C)O[C@@H]21 | -26* | -62* | -77* | -71* | -7.3* | -75* | -60* | -67* | -84*
C=C1C(=O)O[C@H]2[C@H]1CC/C(COC(=O)NCc1ccc(Cn3c(=O)sn(-c4ccc(Cl)cc4)c3=O)cc1)=C\CC[C@@]1(C)O[C@@H]21 | 104 | 55 | 107 | 24 | 80 | 38 | x | 6.7* | 22
N#Cc1c(-c2ccccc2)cc(-c2ccccc2)n(CCCCCCC(=O)Nc2ccccc2N)c1=O | 109 | 104 | 105 | 115 | 72 | 110 | 105 | 96 | 102
COc1cccc(NC(=O)c2sc3nc(C)c(C(C)=O)cc3c2N)c1C | 102 | 91 | 99 | 86 | 89 | 89 | 98 | 93 | 89
COc1ccc(-c2nc(-c3ccccc3)c(-c3ccccc3)n2CCCCC(=O)O)cc1 | 88 | 92 | 104 | 106 | 91 | 106 | 108 | 103 | 89
CC(=O)NNc1nc(C)c(C(=O)NNC(=O)C(=O)Nc2cccc(C(C)=O)c2)s1 | 103 | 105 | 104 | x | 97 | 94 | 105 | 103 | 104
Cc1c([N+](=O)[O-])cc(C(=O)Cl)cc1[N+](=O)[O-] | 104 | 98 | 94 | 118 | 78 | 84 | 103 | 100 | 103
CCC(CC)C1OC(=O)C(C)O1 (configuration not stated) | 99 | 88 | 115 | 110 | 91 | 105 | 103 | 103 | 103
CN(C)C(=O)C(c1ccccc1)C(C(=O)N(C)C)c1ccccc1 (configuration not stated) | 111 | 99 | 92 | 104 | 90 | 104 | 100 | 102 | 96
FC(F)(F)c1nnc2n1N=Cc1ccc(Br)cc1S2 | 105 | 105 | 103 | 109 | 95 | 109 | 101 | 110 | 106
CCn1c(SCC(=O)N/N=C/c2ccc(F)cc2)nc2c1c(=O)n(C)c(=O)n2C | 98 | 107 | 102 | 107 | 83 | 99 | 98 | 97 | 102
COc1ccc([N+](=O)[O-])c(OC)c1C(=O)NCC1CC1 | 112 | 101 | 104 | 107 | 93 | 103 | 114 | 104 | 108
O=C1CCCN1C1CCN(Cc2cc3ccccc3[nH]c2=O)c2ccccc21 (configuration not stated) | 83 | 92 | 96 | 106 | 79 | 93 | 98 | 96 | 83
OC1CCCCC1O (configuration not stated) | 100 | 111 | 98 | 109 | 96 | 112 | 102 | 106 | 98
O=C(O)c1cn(C2CC2)c2cc(N3CCN(Cn4nc(-c5cccc(Cl)c5)n(-c5ccccc5)c4=S)CC3)c(F)cc2c1=O | 110 | 101 | 100 | x | 85 | 106 | 103 | 104 | 106
Oc1ccc(-c2ccc3c(c2)ncn3-c2cccc(O)c2)cc1 | 70 | 16 | 43 | 96 | 43 | 87 | 19 | 50 | 25
C=C1CC[C@@H]2[C@@](C)(CCC[C@]2(C)C(=O)O)[C@@H]1CC[C@H](CO)CCO | 101 | 108 | 108 | x | 95 | 104 | 102 | 114 | 107
CCCCC(CC)CNCCOC(=O)c1ccc(N)cc1 (configuration not stated) | 96 | 107 | 107 | 105 | 89 | 98 | 99 | 109 | 95
NS(=O)(=O)c1ccc(NC(=O)Cn2c(=S)n(-c3ccccc3)c(=O)c3ccccc32)cc1 | 100 | 101 | 99 | 112 | 77 | 111 | 101 | 109 | 103
CCOC(=O)C1=C(CSc2nc3ccccc3[nH]2)N(C)C(=O)NC1c1ccccc1 (configuration not stated) | 89 | 93 | 103 | 106 | 87 | 105 | 99 | 99 | 94
CN(C)CCNC(=O)c1ccc(-c2nc3ccc4[nH]ncc4c3c3c2C2CCC3C2)cc1 (configuration not stated) | 59 | 42 | 38 | 19 | -12* | 34 | 2.8* | 18 | 9.5*
Cn1c(N)nc2nc[nH]c2c1=S | 93 | 98 | 97 | 105 | 93 | 111 | 98 | 99 | 97
O=C(O)c1cn(C2CC2)c2cc(N3CCN(C(=O)c4ccc(Br)cc4)CC3)c(F)cc2c1=O | 88 | 97 | 102 | 109 | x | 107 | 104 | 105 | 101
CC1(C)CC(=O)c2c(nn(-c3ccccc3)c2-c2cn(-c3ccccc3)nc2-c2ccc([N+](=O)[O-])cc2)C1 | 101 | 88 | 95 | 92 | 101 | 87 | 66 | 87 | 66
Cc1ccc([C@H]2C(C(=O)c3ccc(Cl)cc3)C3(N[C@@H]2c2ccccc2)C(=O)Nc2ccc(Br)cc23)cc1 (some centres not stated) | 69 | 51 | 26 | 49 | x | 7.2* | 39 | 71 | 31
O=c1c2cccc(Br)c2[nH]c(=S)n1-c1ccc(S(=O)(=O)Nc2ccc(Cl)nn2)cc1 | 108 | 99 | 102 | 109 | 93 | 112 | 103 | 93 | 104
C(CCSC1=NCCN1)CSC1=NCCN1 | 110 | 108 | 95 | 121 | 96 | 108 | 121 | 109 | 86
Cc1ccc2nc(Cl)c(-c3nc4ccccc4s3)cc2c1 | x | 102 | 99 | 100 | 74 | 95 | 104 | 94 | 88
Cc1ccc2c(c1)C(C)(C)CCC2C (configuration not stated) | 99 | 94 | 105 | 104 | 77 | 97 | 102 | 107 | 101
CN1CCSC1=S | 103 | 113 | 123 | 104 | 96 | 104 | 107 | 107 | 107
CC(=O)NCC1=C(C)C=C2C(=O)[C@](C)(O)C3(CC3)C(C)=C21 | -30* | -20* | -79* | -81* | -75* | -20* | -5.7* | 70 | -45*
c1ccc(CC2=NCCCS2)cc1 | 98 | 93 | 109 | 110 | 89 | 100 | 104 | 100 | 101
CC(C)Sc1nc(NC2CC2)c(C#N)c(-c2ccc(Cl)cc2)n1 | 124 | 92 | 111 | 130 | 161 | 83 | 97 | 68 | 82
Fc1cccc(Cl)c1/C=N/Nc1nc(N/N=C/c2c(F)cccc2Cl)nc(N2CCCCC2)n1 | 36 | 3.9* | 24 | -17* | 37 | 3.5* | 11 | 17 | 20
COc1ccc(S(=O)(=O)N2CCN(c3oc(-c4ccc(C)cc4)nc3C#N)CC2)cc1 | 94 | 94 | 107 | 111 | 73 | 101 | 102 | 96 | 99
FC(F)(F)c1cc(Br)cc(C(F)(F)F)c1 | 109 | 103 | 108 | 108 | 96 | 97 | 142 | 106 | 110
COc1ccc(NS(=O)CCCc2ccccc2)cc1 (configuration not stated) | 93 | 96 | 111 | 108 | 93 | 79 | 92 | 68 | 98
Cc1ccc(S(=O)(=O)Oc2ccc(NC(=O)C3CCCCCC3)cc2)cc1 | 107 | 50 | 107 | 80 | 102 | 31 | 81 | 80 | 80
O=C(Nc1ccc(OCc2ccccn2)c(Cl)c1)c1ccncc1 | 107 | 101 | 100 | 109 | 90 | 91 | 98 | 112 | 99
COc1ccc(C(=O)NC(=O)Nc2ccc3c(c2)NC(=O)/C3=C\c2[nH]c(C)c(C(=O)NCCN(C)C)c2C)c(F)c1 | 103 | 95 | 99 | 108 | 83 | 48 | 75 | 102 | 94
CC(=O)NCCCCCNC(C)=O | 107 | 101 | 122 | 108 | 101 | 104 | 110 | 102 | 103
CN(Cc1ccccc1)c1nc(Cl)c(C2CC(c3ccc(Br)cc3)=NN2c2cc(Cl)cc(Cl)c2)s1 (configuration not stated) | 112 | 98 | 107 | 103 | 83 | 94 | 111 | 107 | 99
O=C(O)CNC(=O)c1nc(-c2ccccc2)n(-c2ccc(Cl)cc2)n1 | x | 102 | 91 | 111 | 96 | 93 | 103 | 103 | 95
Cn1cc(-c2cc(N)n3nc(-c4c[nH]c5ccccc45)cc3n2)c2ccccc21 | -80* | -69* | -77* | -89* | -47* | -68* | -80* | -87* | -88*
Nc1nc(Nc2ccc(Cl)cc2)nn1Cc1cccc(Br)c1 | 45 | 30 | 5.7* | 25 | 70 | 54 | 17 | 62 | 35

Continued:
SMILES | NCI-H322M | HCT-15 | HCC-2998 | COLO 205 | SNB-75 | HT29 | KM12 | SW-620 | HCT-116
C=C(Br)C(C)N (configuration not stated) | 97 | 94 | 100 | 102 | 88 | 97 | 105 | 93 | 92
O=C(CN1CCN(c2cc(=O)[nH]c3ccc(F)cc23)CC1)Nc1ccccc1 | 96 | 103 | 107 | 102 | 83 | 101 | 107 | 98 | 104
O=C1C[C@H]2c3ccccc3N(Cc3ccccc3)[C@H]2C1C(=O)N1CCCCC1 (some centres not stated) | 95 | 105 | 104 | 123 | 94 | 104 | 100 | 99 | 103
Cc1ccc(-n2c(SCC(=O)c3ccccc3)nnc2-c2cc3c([nH]c4ccccc43)c(-c3cccc(O)c3)n2)cc1 | 75 | 62 | 84 | 100 | 60 | 101 | 71 | 90 | 58
N#Cc1ccc(Nc2ncnc3onc(-c4ccccc4)c23)cc1 | 99 | 96 | 101 | 109 | 94 | 84 | 100 | 101 | 100
CCOC(=O)CNP(=O)(OC[C@H](Cc1ccccc1)NC(=O)c1cc2ccccc2s1)Oc1ccccc1 (some centres not stated) | 91 | 88 | x | 106 | 73 | 97 | 98 | 100 | 90
Cc1ccc(-c2nc(C#N)c(N(C)CCO)o2)cc1 | 104 | 100 | 106 | 114 | 86 | 92 | 97 | 101 | 99
CCOC(=O)C1=CSC2=NC3=C(CCCC/C3=C\c3ccc(OC)cc3)C(c3ccc(OC)cc3)N12 (configuration not stated) | 98 | 101 | 100 | 97 | 93 | 92 | 105 | 114 | 121
C/C=C\C1=NCCN1CCO | 105 | 103 | 124 | 107 | 89 | 100 | 109 | 102 | 110
